PfM18AAP inh – blocks P. falciparum M18 aspartyl aminopeptidase; recombinant PfM18AAP, H-Glu-NHMec fluorogenic cleavage; inhibition, % at 7.35 µM; 290,000 compounds, 1.2% hits;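 active means inhibition above the campaign mean inhibition over all tested compounds plus 3 SD, cut at about 28% in these data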;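 further: 0% = plate median of test compound wells and 100% = 2 mM ZnCl2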
pCIP destab – p/CIP protein destabilization; F442A p/CIP-EGFP cells, EGFP fluorescence, 16 h; Q05BA5; decrease of EGFP signal, % at 10 µM; 290,000 compounds, 0.01% hits; AID 1984;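 active means EGFP signal decrease of at least 30% at 10 µM or well 3 SD below plate mean, unless failing retest; inactive means the rest, including hits failing retest or dose response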; further: some compounds called inactive have numbers as strong as hits; many of its hits are not listed in these tables
NALP1 inh – blocks the NALP1 inflammasome reconstituted in yeast. S. cerevisiae NALP1/ASC/caspase-1 growth, X-gal OD620, 72 h. inhibition, % at 10 µM. 280,000 compounds, 0.61% hits. AID 2071; in the data active means inhibition mostly above about 24%, no sharp cut-off; inactive means mostly below about 32%; further: some compounds called inactive have numbers as strong as hits
UBC9 SUMO inh – inhibitors of human SUMOylation (UBC9); inhibition, % at 35 µM; P63279; HTRF SUMOylation assay, SAE1/SAE2 + UBC9, in vitro; AID 2006; 290,000 compounds, 0.36% hits; in the data active means inhibition above about 50%, passing the limit was not always enough; further: strong numbers were not always called active
MEKK2wt PB1 HTS – raises or lowers MEK5 binding to wildtype human MEKK2 PB1 domain | Q9Y2U5 | bead flow cytometry, Alexa488-MEK5 binding to MEKK2 WT; actives lie on both sides | binding response (% of control), % at 10 µM | AID 1531 | 290,000 compounds, 1.1% hits; in the data active means binding response below about 67% or above about 130%
MEKK3 PB1 HTS – MEKK3-MEK5 PB1 interaction, increase or decrease; Q99759; bead-based flow cytometry, Alexa488-MEK5 binding to MEKK3; actives lie on both sides; 0 = blocked by unlabeled MEK5, 100 = vehicle; binding response (% of control), % at 10 µM; 290,000 compounds, 1.4% hits;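 active means binding response more than 3 SD above or below the average of its plate-row segment, actives on both sides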;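 further: Alexa488 bead fluorescence after subtracting the streptavidin-only scavenger bead signal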
IDE inh – cellular human IDE inhibition | P14735 | HEK cells, FAbetaB cleavage, fluorescence polarization | inhibition, % at 5.59 µM | 320,000 compounds, 0.41% hits;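 active means percent inhibition above the average of all tested compounds plus 3 SD, set per screening campaign, cut at about 16% in these data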;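 further: IDE supplied by intact live HEK cells; FP after avidin binding of uncleaved biotin substrate so inhibition keeps polarization high; 0% = DMSO wells and 100% = 60 µM reference IDE inhibitor Ii1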
Target sequence (P14735 whole entry, looked up): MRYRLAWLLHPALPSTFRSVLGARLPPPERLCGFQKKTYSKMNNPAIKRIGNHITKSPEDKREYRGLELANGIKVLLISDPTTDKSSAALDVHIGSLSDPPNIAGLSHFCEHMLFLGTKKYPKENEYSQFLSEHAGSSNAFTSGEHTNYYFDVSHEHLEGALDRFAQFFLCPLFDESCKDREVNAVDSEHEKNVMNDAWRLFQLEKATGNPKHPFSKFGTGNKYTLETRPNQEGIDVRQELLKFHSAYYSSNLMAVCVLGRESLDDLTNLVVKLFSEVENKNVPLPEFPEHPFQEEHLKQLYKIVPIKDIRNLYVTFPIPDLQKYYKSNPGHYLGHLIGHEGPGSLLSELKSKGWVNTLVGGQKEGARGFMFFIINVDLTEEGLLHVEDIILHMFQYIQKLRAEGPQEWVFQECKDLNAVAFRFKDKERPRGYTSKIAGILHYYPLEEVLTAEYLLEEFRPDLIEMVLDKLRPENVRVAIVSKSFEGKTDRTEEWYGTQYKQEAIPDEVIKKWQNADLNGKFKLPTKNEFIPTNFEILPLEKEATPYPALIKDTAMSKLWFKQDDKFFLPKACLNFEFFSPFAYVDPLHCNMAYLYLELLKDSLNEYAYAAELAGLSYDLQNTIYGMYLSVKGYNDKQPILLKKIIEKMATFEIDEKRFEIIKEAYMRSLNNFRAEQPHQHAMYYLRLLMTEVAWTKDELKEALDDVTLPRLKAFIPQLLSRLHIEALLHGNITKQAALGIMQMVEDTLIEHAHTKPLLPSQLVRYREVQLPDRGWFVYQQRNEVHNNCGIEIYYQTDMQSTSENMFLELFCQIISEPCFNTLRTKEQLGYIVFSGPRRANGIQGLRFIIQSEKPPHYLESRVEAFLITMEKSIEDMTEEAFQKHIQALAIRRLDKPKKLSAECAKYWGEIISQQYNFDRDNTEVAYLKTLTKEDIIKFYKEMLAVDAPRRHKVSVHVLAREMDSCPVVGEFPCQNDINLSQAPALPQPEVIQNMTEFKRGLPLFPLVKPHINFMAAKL
MEKK2 mut-MEK5 – signal of MEK5 binding to mutant human MEKK2 PB1 domain; 290,000 compounds, 0.35% hits; percent response, % at 10 µM; AID 1530; bead flow cytometry, Alexa488-MEK5 binding to MEKK2 mutant; in the data active means percent response above about 24%, passing the limit was not always enough; further: inactives centre near 1; some results filed as inactive read as strong as hits; reference of the scale not given here
IDE cell activ – boosts human insulin-degrading enzyme activity in HEK cells. 340,000 compounds, 0.073% hits. FAbeta-B cleavage, fluorescence polarization; 0% vehicle, 100% cell-free pure enzyme wells. activation, % at 5.96 µM. P14735;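 active means activation above the mean of all tested compounds plus 3 SD, set per screening campaign, cut at about 17% in these data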
The depositor's hits bear a star; x = no result given.

Sequence of screens – PfM18AAP inh	pCIP destab	NALP1 inh	UBC9 SUMO inh	MEKK2wt PB1 HTS	MEKK3 PB1 HTS	IDE inh	MEKK2 mut-MEK5	IDE cell activ
> CN1C(=O)/C(=C/c2ccc(OC(=O)c3ccco3)cc2)SC1=S
 : 4	-5	4	11	101	100	14	0	-14
> O=C(On1c(-c2ccccc2)nc2ccccc2c1=O)c1ccco1
 : 11	-5	3	13	91	101	-2	-1	-4
> O=C1C2C3C=CC(C3)C2C(=O)N1/N=C/c1cn(Cc2ccccc2)c2ccccc12 (stereo not given)
 : 6	1	-2	-12	101	106	9	-2	-3
> COc1ccc(C(=O)N(Cc2ccccc2)c2cccc(C)c2)c(OC)c1OC
 : -2	-7	0	-2	103	103	0	4	5
> O=C(CCNS(=O)(=O)c1cccc2nsnc12)NCc1ccc(F)cc1
 : 0	-8	22	11	101	99	2	-1	5
> NC(=S)N/N=C1\CC(n2nnnc2-c2ccccc2)C2COC1O2 (stereo not given)
 : 22	1	x	-18	97	102	-2	-3	-1
> CCOC(=O)C1=C(C)Nc2sc(C(=O)c3ccc(F)cc3)c(N)c2C1c1ccc(C(=O)OC)cc1 (stereo not given)
 : 13	8	24	0	98	93	13	7	-2
> CCN(C(=O)COc1cccnc1[N+](=O)[O-])C1CCS(=O)(=O)C1 (stereo not given)
 : -1	-2	36	1	102	104	1	2	0
> COc1nc(N/N=C/c2ccc(C)cc2)nc(N2CCCCC2)n1
 : -2	6	31	-4	107	108	4	2	-1
> C=C(C)CNC(=S)Nc1nc2c(cc1C(=O)OCC)CCCC2
 : 0	-1	9	0	101	98	x	-2	4
> O=C(NCc1ccccc1)C1CCCN(S(=O)(=O)c2cccnc2)C1 (stereo not given)
 : 6	-4	12	23	103	100	-3	3	-1
> O=C(Nc1ccccc1Oc1ccccc1)C1=COCCO1
 : 2	-4	13	0	105	99	0	3	-2
> Cc1ccc(CNC(=O)C2CCCN2C(=O)Nc2ccccc2)cc1 (stereo not given)
 : -3	11	3	15	105	101	4	8	4
> O=C(O)C(CCCCN1C(=O)c2ccccc2C1=O)N1C(=O)c2ccccc2C1=O (stereo not given)
 : -10	-7	-1	-5	104	107	-1	5	6
> COC(=O)C1=C(C)NC(C)=C(C(=O)OCC(C)C)C1c1ccccc1[N+](=O)[O-] (stereo not given)
 : x	x	x	x	95	96	-7	0	-4
> COc1ccc(-n2c(SCC(=O)NCC3CCCO3)nc3c(c2=O)SC(C)C3)cc1 (stereo not given)
 : -14	-10	16	2	95	93	0	-2	6
> CNC(=O)c1ncoc1-c1ccc(Cl)cc1
 : -16	-7	28	21	96	99	4	-2	-1
> COc1cccc(-c2cccc(NC(=O)C3CCN(Cc4cccc(C)n4)CC3)c2)c1
 : 0	-10	6	11	105	101	2	7	1
> COC(=O)COc1ccc(S(=O)(=O)Nc2ccc(NC(C)=O)cc2)cc1
 : 3	-9	16	4	85	74	-3	-10	-2
> O=C(N=C1SC2CS(=O)(=O)CC2N1c1ccc(Br)cc1)C1CCCO1 (stereo not given)
 : -1	-4	7	9	104	103	-6	5	-1
> COc1ccc(N(C)C(=O)c2cn(C)c(=O)c3cc(OC)c(OC)cc23)cc1
 : -10	2	-1	1	104	104	2	4	1
> Cc1n[nH]c(C)c1SCC(=O)Nc1ccc(F)cc1
 : -7	-5	-3	5	105	105	0	14	6
> O=C(COC(=O)c1cc(F)c(F)cc1Cl)NC1CC1
 : -12	-4	0	6	94	94	5	-3	-3
> c1ccc2[nH]c(CCCc3nc4ccccc4[nH]3)nc2c1
 : -8	-5	4	7	112	112	4	10	0
> CCc1cccc(CC)c1NC(=S)NCCc1c(C)[nH]c2ccccc12
 : -5	-10	50	-22	99	103	5	-4	6
> O=c1[nH]cnc2c1c(-c1ccccc1)cn2-c1ccccc1
 : -1	12	12	1	102	102	9	-2	3
> O=C(Nc1ccc2nc3n(c(=O)c2c1)CCCC3)c1cc([N+](=O)[O-])ccc1F
 : 0	3	46	-3	97	100	-2	-1	4
> COc1ccc(NC(=O)C2CCCN2C(=O)OCc2ccccc2)cc1 (stereo not given)
 : -4	-4	x	-1	97	95	-2	-3	-1
> Cc1ccc(C(C(=O)NCc2ccco2)N(CC2CCCO2)C(=O)Cn2nnc3ccccc32)cc1 (stereo not given)
 : -10	1	14	-18	112	114	0	12	2
> Cc1ccc(-n2nnnc2SC(C)C(=O)Nc2ccc(Cl)cn2)cc1 (stereo not given)
 : -7	0	29	3	112	114	3	10	-3
> C=CCn1c(SCCC)nc2sc3c(c2c1=O)CCc1ccccc1-3
 : -2	3	26	0	103	100	7	-1	-2
> CCc1ccccc1NC(=O)C1C(c2ccccc2)C1(Cl)Cl (stereo not given)
 : 1	-2	-4	-3	95	97	2	-2	3
> Cc1ccc2c(=O)cc(C(=O)NC3CCS(=O)(=O)C3)oc2c1 (stereo not given)
 : -4	-6	22	x	102	100	3	6	2
> Clc1ccc(SCc2cn3ccccc3n2)cc1
 : -3	-4	-3	2	94	99	1	-1	-4
> CC1CCN(CCCNC(=O)c2ccc3c(=O)n(CCc4ccccc4)c(=O)[nH]c3c2)CC1
 : 2	4	3	6	134	109	-1	10	7
> CC(C)CC(NC(=O)c1ccc(Cl)cc1)C(=O)OCC(=O)c1ccc2c(c1)NC(=O)CO2 (stereo not given)
 : -5	-4	-19	30	98	98	7	1	6
> COc1ccc(C(C(=O)NC(C)(C)C)N(CC2CCCO2)C(=O)CCC(=O)Nc2cc(C)on2)cc1 (stereo not given)
 : -3	-1	-16	-10	102	100	10	1	6
> Cc1ncc(CN2CCCC(C(=O)Nc3ccc(-c4cccc(F)c4)cc3)C2)cn1 (stereo not given)
 : -7	-10	19	17	104	99	4	4	-8
> Cc1ccc(Nc2nnc(SC(C)C(=O)Nc3c(C)n(C)n(-c4ccccc4)c3=O)s2)cc1 (stereo not given)
 : 0	3	14	-4	103	97	5	6	-1
> NNC(=O)c1cccc(COc2cccc(Br)c2)c1
 : -1	-3	1	-22	102	98	-2	5	5
> Cc1ccc(C(=O)Nc2ccc(C(=O)N/N=C/c3c[nH]c4ccccc34)cc2)cc1
 : -1	4	17	-12	103	129	0	-1	-8
> C(=N\Nc1nncc2ccccc12)/c1ccccn1
 : 21	8	37*	0	109	106	0	15	3
> O=c1n(-c2ccccc2)c(=O)n(Cc2ccccn2)n1Cc1ccccn1
 : -3	-10	-2	3	98	99	11	-4	8
> COc1cc2c(cc1OC)/C(=C/C(=O)c1cccc([N+](=O)[O-])c1)NCC2
 : 8	-8	10	3	109	110	5	10	-2
> Cn1ccnc1Sc1cc(Cl)ccc1[N+](=O)[O-]
 : 10	-10	11	0	99	99	5	0	7
> O=c1c(Cc2c(F)cccc2Cl)c(O)ccn1C1CCCCCC1
 : -10	-12	7	5	95	100	14	-1	4
> CC(CN1CCOCC1)(NS(=O)(=O)c1ccccc1)c1ccccc1 (stereo not given)
 : -1	-2	10	-9	96	97	-2	-2	2
> Cc1c(C(C)(C)C)sc(=NC(=O)c2ccccc2O)n1C
 : -10	1	26	20	109	109	1	7	1
> Fc1ccc2c(c1)/C(=N/Nc1ccccn1)CCS2
 : 1	-8	-2	-10	94	88	1	-7	6
> O=C(CN1CCc2ccccc21)NC(=O)NCc1ccccc1
 : 3	8	-9	-16	98	101	0	-1	-2
> C/C(=N\NC(=O)CC1N=C(Cc2ccccc2)NNC1=O)c1ccncc1 (stereo not given)
 : -9	-1	0	4	96	95	-11	0	3
> CCCCCCC(C)n1[nH]c(=O)c2c(C)cc(C)nc21 (stereo not given)
 : 0	-7	-6	-6	85	87	4	-20	4
> COc1cccc(NC(=O)c2ccc(-c3ccccc3[N+](=O)[O-])o2)c1
 : -7	1	-3	25	84	91	4	-10	-4
> CC(=O)Nc1ccc(S(=O)(=O)Oc2ccc3c(c2)C(C)=CC(C)(C)N3)cc1
 : 1	8	21	-19	97	99	1	4	x
> Cc1cccc(N2C(=O)CC(Sc3nc(C)cc(C)n3)C2=O)c1 (stereo not given)
 : 9	11	0	-4	105	113	5	3	-2
> CCN1CCN(S(=O)(=O)c2ccc(Cl)c(C(=O)NC(C)(C)C)c2)CC1
 : -3	2	5	3	106	103	7	0	9
> CCOC(=O)C1CCCN(C(=O)Cn2nc(C)n3nc(-c4ccccc4)cc3c2=O)C1 (stereo not given)
 : -2	-9	11	11	96	97	-2	0	-3
> CCn1c(SCC(=O)Nc2ccc(OC)cc2)nc2c1c(=O)n(C)c(=O)n2C
 : 5	2	9	-13	93	97	4	-10	0
> Cc1cccc(C(=O)NCCN(C)C)c1
 : 1	-15	8	14	x	x	3	x	-2
> CC1CCCCC12NC(=O)N(CC(=O)NC(=O)NCc1ccco1)C2=O (stereo not given)
 : 7	7	3	6	98	99	6	-3	1
> Cc1ccn(CCC(=O)N2CCCC(CCC(=O)NCc3ccc(F)c(F)c3)C2)n1 (stereo not given)
 : -11	8	-1	3	87	97	-4	-7	1
> C=CCc1ccc(OCCOCCOc2ccc(C)cc2[N+](=O)[O-])c(OC)c1
 : -1	-2	18	-27	98	99	10	-2	0
> COc1ccc(C(NC=O)c2cc(OC)c(OC)cc2Br)cc1OC (stereo not given)
 : 3	3	4	-8	97	96	-5	-1	-1

Quoted from the results shown, two compounds:
Sequence of screens – PfM18AAP inh	pCIP destab	NALP1 inh	UBC9 SUMO inh	MEKK2wt PB1 HTS	MEKK3 PB1 HTS	IDE inh	MEKK2 mut-MEK5	IDE cell activ
> Cc1cccc(N2C(=O)CC(Sc3nc(C)cc(C)n3)C2=O)c1 (stereo not given)
 : 9	11	0	-4	105	113	5	3	-2
> CCN1CCN(S(=O)(=O)c2ccc(Cl)c(C(=O)NC(C)(C)C)c2)CC1
 : -3	2	5	3	106	103	7	0	9

Screening data from PubChem.

An excerpt, so the mix of outcomes need not match the whole.
